Assay outcomes from PubChem BioAssay.
UHRF1 binding: blocks human UHRF1 binding to methylated DNA. UHRF1 binding to methylated oligo, TR-FRET. 370,000 tested, 0.75% active. inhibition, % at 4.4 µM. AID 687016; in the data active = inhibition above about 21%;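 note: UHRF1 SRA domain binding a hemimethylated CpG hairpin DNA probe; 0% = median of test compound wells and 100% = reference inhibitor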
Tn7 DDE FP: DD(E)-Tn7 binding inhibition, primary FP screen | P02675 | FP displacement of FITC-Tn7 peptide from fibrin DD(E); 0% = median of compound wells per plate | inhibition, % at 8.3 µM | 370,000 tested, 0.13% active | AID 720508;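 active = inhibition above the mean of compounds falling within the control limits plus 3 SD of them, cut at about 14% in these data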;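 note: 0% = plate median of compound wells and 100% = 10 µM Aha-Tn7 peptide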
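Test system: human clot-derived fibrin DD(E) complex / Quantity: 2 µM final DD(E) protein / Incubation: 10 min plus 3 h, room temperature / Measured by: fluorescence polarization / Benchmarks: high control of 10 µM Aha-Tn7 peptide / Replicates: singlicate testing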
HGIII-sPLA2 inh: Inhibits HGIII-sPLA2 liposome hydrolysis, primary screen. Q9NZ20. QFRET BODIPY PC-A2 liposome hydrolysis, fluorescence. inhibition, % at 12.2 µM. 370,000 tested, 0.56% active;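 active = inhibition above mean plus 3 SD of compounds lying within the high and low control bounds, cut at about 19% in these data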;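 note: 0% = median of test compound wells and 100% = no enzyme DMSO wells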
PLC-gamma1 inh: PLC-gamma1 (human) inhibition, primary screen; purified PLC-gamma1, fluorogenic substrate, fluorescence; 370,000 tested, 0.84% active; inhibition, % at 12.2 µM; in the data active = inhibition above about 9.5%
NR1D1 modulator: modulates human Rev-erb alpha binding to DNA | activity, % at 10 µM | 370,000 tested, 0.79% active | P20393 | Rev-erbα–FITC-DNA binding, fluorescence polarization, 90 min | AID 1259318;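 active = activity above about 14%, limit read from the data; passing the limit was not always enough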;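 note: 0% = DMSO wells with 35 nM protein and 100% = DMSO wells with 750 nM protein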
ASAP1 inh: blocks human ASAP1-stimulated Arf1 GTP hydrolysis; Q9ULH1; GDP FP detection; inhibition, % at 16.5 µM; 360,000 tested, 0.19% active; AID 624377; in the data active = inhibition above about 25%;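 note: 0% = vehicle with enzyme and substrate and 100% = no enzyme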
Target sequence (Q9ULH1 325-724 limits assumed): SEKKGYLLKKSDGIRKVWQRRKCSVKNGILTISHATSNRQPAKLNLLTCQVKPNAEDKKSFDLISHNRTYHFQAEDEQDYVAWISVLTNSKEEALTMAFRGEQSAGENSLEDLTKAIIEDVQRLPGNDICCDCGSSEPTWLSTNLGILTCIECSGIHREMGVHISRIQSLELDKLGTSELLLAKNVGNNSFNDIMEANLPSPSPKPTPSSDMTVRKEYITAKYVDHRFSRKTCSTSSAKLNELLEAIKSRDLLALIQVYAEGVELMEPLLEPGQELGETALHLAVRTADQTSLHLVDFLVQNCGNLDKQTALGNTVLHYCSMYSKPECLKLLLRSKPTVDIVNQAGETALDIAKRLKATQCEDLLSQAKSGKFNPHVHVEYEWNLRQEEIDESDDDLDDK
PLC-beta3 inh: inhibitors of human phospholipase C beta3 | 370,000 tested, 0.18% active | Q01970 | Purified PLC-beta3, fluorogenic substrate, fluorescence | inhibition, % at 12.2 µM; in the data active = inhibition above about 11%;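 note: 0% = median of compound wells on plate and 100% = full blocker control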
ARFGAP1 inhibitor: inhibitors of rat ARFGAP1; Q62848; Arfgap1-stimulated ARF1 GTP hydrolysis, GDP FP detection; inhibition, % at 16.5 µM; 360,000 tested, 0.26% active;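 active = inhibition above a per-plate limit, mean inhibition of low control wells plus 3 SD, cut at about 25% in these data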;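 note: 0% = DMSO wells with enzyme and 100% = wells lacking Arfgap1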
Target sequence (Q62848 1-136 limits assumed): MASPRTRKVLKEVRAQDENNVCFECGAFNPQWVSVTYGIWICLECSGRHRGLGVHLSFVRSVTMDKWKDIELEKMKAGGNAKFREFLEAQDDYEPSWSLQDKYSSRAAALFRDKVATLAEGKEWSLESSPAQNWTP
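Replicates: Single well per compound | Assay system: Truncated rat Arfgap1 GAP domain | Control set: No-Arfgap1 wells (100%) versus DMSO full-reaction wells (0%) | Times: Enzyme reaction 120 min at 25 °C after 20 min preincubation | Reagent: Human ARF1(Δ1-17)-GTP substrate | Measured by: Tracer-displacement fluorescence polarization with EDTA stop, 620/688 nm | Measure: Percent inhibition of Arfgap1-stimulated GTP hydrolysis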
KLK7 zymogen act: proKLK7 (human) activation, primary screen. P49862. activation, % at 7 µM. AID 652039. 370,000 tested, 0.9% active. purified proKLK7, EDANS-DABCYL substrate fluorescence; 100% is mature enzyme control, 0% vehicle;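 active = activation above the mean of all tested compounds plus 3 SD, computed per campaign excluding outliers beyond control limits, cut at about 13% in these data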
Target sequence (P49862 whole entry, looked up): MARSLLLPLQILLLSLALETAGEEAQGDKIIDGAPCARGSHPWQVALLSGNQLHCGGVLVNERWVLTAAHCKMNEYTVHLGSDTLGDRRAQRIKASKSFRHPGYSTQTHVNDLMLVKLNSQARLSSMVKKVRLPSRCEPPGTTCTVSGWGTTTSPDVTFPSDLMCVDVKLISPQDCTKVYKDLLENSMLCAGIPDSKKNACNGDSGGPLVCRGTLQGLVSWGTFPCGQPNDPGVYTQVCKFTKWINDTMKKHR
Tn6 DDE FP: inhibitors of Tn6 peptide binding to human fibrin DD(E) | P02675 | Fibrin DD(E) TRITC-Tn6 fluorescence polarization displacement | inhibition, % at 8.3 µM | 370,000 tested, 0.21% active | AID 720509;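 active = inhibition above a per-campaign cutoff: mean of compounds within control limits plus 3 SD, cut at about 15% in these data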;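 note: 0% = median of all compound wells on the plate and 100% = blocking peptide control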
Starred values were filed as active, the others as inactive; x = not tested or not shown.

1) Cc1ccc(Cc2c(-c3ccc(Cl)cc3)nc3ccc(Cl)cn23)cc1
2) COc1ccc(C(C)=O)cc1COc1cccnc1[N+](=O)[O-]
3) Cc1cc(=O)[nH]c(-c2ccc(C(F)(F)F)cc2)n1
4) CN(Cc1ccc(F)cc1)C(=O)CN1C(=O)C2(OCCCO2)c2ccccc21
5) CCOC(=O)Cc1c(C)nc2c(-c3ccc(OC)cc3)c(C)nn2c1C
6) COc1ccc(Cl)cc1NC(=S)Nc1ccccc1F
entry no.,1,2,3,4,5,6
UHRF1 binding,-3,-6,-1,0,0,0
Tn7 DDE FP,4,-6,-5,6,1,-2
HGIII-sPLA2 inh,-22,-5,-7,-1,-1,0
PLC-gamma1 inh,-11,1,2,0,-4,0
NR1D1 modulator,-2,-1,0,0,1,-7
ASAP1 inh,-14,-5,-2,x,9,14
PLC-beta3 inh,-19,-2,-3,2,-2,1
ARFGAP1 inhibitor,1,-1,9,x,3,-2
KLK7 zymogen act,-0.5,-0.2,0.0,0.1,-0.5,0.4
Tn6 DDE FP,0,2,-2,11,0,1

Copied from the list:
Under HGIII-sPLA2 inh, CN(Cc1ccc(F)cc1)C(=O)CN1C(=O)C2(OCCCO2)c2ccccc21 is listed with -1
Under KLK7 zymogen act, COc1ccc(C(C)=O)cc1COc1cccnc1[N+](=O)[O-] is listed with -0.2

(cont.)
7) COc1cc(NC(=O)Nc2nnc([C@@H]3C[C@H](O)[C@@H](CO)O3)s2)cc(OC)c1OC
8) Brc1ccc(-c2cnc(-c3cccs3)o2)cc1
9) CC(C(=O)Nc1ccccc1-c1ccccc1)N1CCN(C(=O)c2ccccc2)CC1 (centres undefined)
10) CCCCc1ccc(NC(=S)N2CCC(O)CC2)cc1
11) Cc1cccc(C)c1N(CC(=O)NC1CCCCC1)C(=O)c1csnn1
12) O=C(Nc1ccc(F)cc1)c1ccccc1S(=O)(=O)c1ccccc1[N+](=O)[O-]
entry no.,7,8,9,10,11,12
UHRF1 binding,7,21*,3,0,3,3
Tn7 DDE FP,-3,-5,-3,-1,-2,7
HGIII-sPLA2 inh,13,-9,-2,7,10,5
PLC-gamma1 inh,6,-59,-1,1,16*,-69
NR1D1 modulator,4,7,-3,-5,-1,2
ASAP1 inh,14,-15,-6,7,0,-1
PLC-beta3 inh,-2,-77,1,3,-1,-1
ARFGAP1 inhibitor,2,4,-1,0,6,13
KLK7 zymogen act,-0.1,-7.1,-0.7,0.2,-0.7,-0.1
Tn6 DDE FP,-5,3,4,-3,1,3

13) O=C(COc1cccc2cccnc12)Nc1cccc(S(=O)(=O)N2CCCC2)c1
14) Cc1ccc(S(=O)(=O)NN=C2C3CC4CC(C3)CC2C4)cc1
15) O=C(/C=C/c1ccco1)Nc1ccc(N2CCCC2)cc1
16) CC1CCCN(C(=O)C2c3ccccc3C(=O)N3CCc4ccccc4C23)C1 (centres undefined)
17) Cc1cccc(OCC(=O)Nc2ccc(CN3CCOCC3)cc2)c1C
18) Cc1cccc(NC(=O)CSc2nnc(Cc3ccccc3)o2)c1
entry no.,13,14,15,16,17,18
UHRF1 binding,-3,1,-4,0,5,-3
Tn7 DDE FP,-3,0,-4,4,1,1
HGIII-sPLA2 inh,-7,0,1,-3,5,-15
PLC-gamma1 inh,-20,-1,-12,-1,7,-1
NR1D1 modulator,5,-6,-34,-2,5,-2
ASAP1 inh,15,2,12,-4,-1,-12
PLC-beta3 inh,-31,-3,-11,3,-8,2
ARFGAP1 inhibitor,7,-3,26*,-2,17,4
KLK7 zymogen act,-0.3,-0.5,-0.2,0.3,-1.2,0.1
Tn6 DDE FP,-9,-7,-15,1,6,-2

19) Cc1ccc(C(=O)NCCc2ccc(S(=O)(=O)N3CCCC3)cc2)cc1
20) O=C(NC1CC1)c1[nH]c(C(F)(F)F)nc1-c1ccccc1
21) CC(=O)c1sc(NC(=O)c2ccc(C(C)(C)C)cc2)nc1C
22) COc1ccccc1NC(=O)C/C(N)=N/O
23) COc1ccc(NS(=O)(=O)c2ccc(C)c(C(=O)NCC(c3cccs3)N3CCOCC3)c2)cc1 (centres undefined)
24) COc1ccc(NC(=O)C2CCCN(c3nc(C)cc(C)n3)C2)cc1 (centres undefined)
entry no.,19,20,21,22,23,24
UHRF1 binding,1,-3,-1,-1,4,0
Tn7 DDE FP,1,11,-1,1,7,-6
HGIII-sPLA2 inh,5,4,-3,-7,7,2
PLC-gamma1 inh,1,0,3,0,-4,2
NR1D1 modulator,1,10,3,1,-6,4
ASAP1 inh,4,9,-11,-12,5,-11
PLC-beta3 inh,2,-2,-5,2,-5,3
ARFGAP1 inhibitor,-3,-3,-5,-12,-3,6
KLK7 zymogen act,0.0,0.2,0.3,0.5,0.2,-0.1
Tn6 DDE FP,-4,2,-5,-4,11,-5

25) CCCOc1ccc(-c2nc3c(c(=O)[nH]c(=O)n3Cc3ccccc3)n2CCO)cc1OCC
26) COc1cccc(C2c3cc4c(cc3OC(C)(N3CCCC3)C2C)OCO4)c1O (centres undefined)
27) COc1cc(C(=O)NC(C)CCc2ccccc2)cc(OC)c1OC (centres undefined)
28) Cc1ccc(S(=O)(=O)N2CCCCC2)cc1NC(=O)C1CCC1
29) CCCNC(=O)C1(C)CCN(C(=O)c2ccc(OC)cc2OC)C1 (centres undefined)
30) Fc1cccc(CNCc2ccc3c(c2)OCO3)c1
entry no.,25,26,27,28,29,30
UHRF1 binding,2,-2,-1,1,4,2
Tn7 DDE FP,1,-4,7,5,-10,-1
HGIII-sPLA2 inh,12,-5,4,-6,7,5
PLC-gamma1 inh,-11,2,0,1,6,1
NR1D1 modulator,-4,3,3,0,0,-1
ASAP1 inh,4,1,-2,-3,-12,-8
PLC-beta3 inh,-21,-1,-4,-3,6,-4
ARFGAP1 inhibitor,12,1,-3,-4,-9,0
KLK7 zymogen act,-1.1,0.1,0.3,0.0,0.5,-0.2
Tn6 DDE FP,-4,2,5,-4,0,-1

31) COc1ccc(C(C)=O)cc1COc1cccc2cccnc12
32) CCOc1ccc(CCNC(=O)COC(=O)Cc2c[nH]c3ccccc23)cc1OCC
33) COc1cc(NS(=O)(=O)c2ccc(NC(=O)c3ccc(Cl)cc3Cl)cc2)ncn1
34) CCNC(=S)N1CCN(CCN=CC2=C(O)CC(c3ccco3)CC2=O)CC1 (centres undefined)
35) O=C(N[C@H]1C=C[C@H](CC(=O)N2CCCCC2)O[C@@H]1CO)c1cccc(F)c1
36) Cc1cccc(NC2(C(F)(F)F)N=C3SCCN3C2=O)n1 (centres undefined)
entry no.,31,32,33,34,35,36
UHRF1 binding,-3,-1,-1,-3,-1,1
Tn7 DDE FP,0,-4,-2,-5,-2,4
HGIII-sPLA2 inh,-3,-47,-21,8,1,-4
PLC-gamma1 inh,-28,1,-4,0,1,2
NR1D1 modulator,-3,-4,1,-1,-1,7
ASAP1 inh,-9,0,-8,-2,-3,-20
PLC-beta3 inh,-42,-4,-8,-24,1,5
ARFGAP1 inhibitor,5,0,11,2,4,6
KLK7 zymogen act,0.5,0.1,0.5,0.3,-0.2,-0.6
Tn6 DDE FP,2,-6,6,-2,-8,1

37) CC(=O)C1=C(C)N(Cc2ccccc2)C(=O)N[C@@H]1c1cccc(C(F)(F)F)c1
38) O=CN(Cc1ccccc1)c1cc([N+](=O)[O-])ccc1OCc1ccccc1
39) Cn1c(=O)[nH]c(=O)c2c1nc(NCc1ccccc1)n2Cc1ccc(F)cc1
40) COc1ccc(N(Cc2ccccc2)S(=O)(=O)c2cccc(C(=O)NCC3CCCO3)c2)cc1 (centres undefined)
41) CC(C)OC(=O)CSc1nnc2c(n1)[nH]c1ccc(F)cc12
42) O=C(N1CCOCC1)N1CCN(S(=O)(=O)c2ccc(F)cc2)CC1
entry no.,37,38,39,40,41,42
UHRF1 binding,1,-3,1,1,6,-3
Tn7 DDE FP,-1,-2,1,3,1,-2
HGIII-sPLA2 inh,-4,-1,-6,-9,10,-3
PLC-gamma1 inh,-4,4,0,0,6,1
NR1D1 modulator,-6,-11,-7,3,-3,-7
ASAP1 inh,-6,-9,0,5,7,-7
PLC-beta3 inh,-3,2,-3,-3,4,-3
ARFGAP1 inhibitor,2,-3,-10,2,11,4
KLK7 zymogen act,0.1,0.3,0.5,0.6,-0.3,0.1
Tn6 DDE FP,1,2,-4,5,-1,-5

PLC-gamma1 inh, hit marks shown above.
11) Cc1cccc(C)c1N(CC(=O)NC1CCCCC1)C(=O)c1csnn1
entry no.,11
UHRF1 binding,3
Tn7 DDE FP,-2
HGIII-sPLA2 inh,10
PLC-gamma1 inh,16*
NR1D1 modulator,-1
ASAP1 inh,0
PLC-beta3 inh,-1
ARFGAP1 inhibitor,6
KLK7 zymogen act,-0.7
Tn6 DDE FP,1

Later entries.
43) CN(C)Cc1c(O)ccc2[nH]cnc12
44) CCSc1ncnc2c1sc1nc3c(cc12)COC(C)(C)C3
45) O=C(NNC(=S)NC1CC2C=CC1C2)c1ccncc1 (centres undefined)
46) COc1cc(F)c(S(=O)(=O)N2CCCN(S(=O)(=O)c3cccc(N)c3)CC2)c(F)c1
47) COc1ccc(C(=O)NNC(=S)NC(=O)C(C)(C)C)cc1
48) O=C(NNC(=S)NCc1ccco1)c1ccc(S(=O)(=O)N2CCOCC2)cc1
entry no.,43,44,45,46,47,48
UHRF1 binding,2,4,0,0,1,-1
Tn7 DDE FP,7,1,-10,2,-5,3
HGIII-sPLA2 inh,7,4,9,-10,23*,0
PLC-gamma1 inh,-4,1,6,-1,4,-12
NR1D1 modulator,0,2,2,1,7,4
ASAP1 inh,9,1,11,x,8,-27
PLC-beta3 inh,-2,1,-2,0,-5,-21
ARFGAP1 inhibitor,10,5,-1,x,-7,3
KLK7 zymogen act,-0.6,0.6,-0.6,x,0.2,-0.9
Tn6 DDE FP,-2,5,4,-2,0,2

From no. 43 as far as 44, copied from above:
43) CN(C)Cc1c(O)ccc2[nH]cnc12
44) CCSc1ncnc2c1sc1nc3c(cc12)COC(C)(C)C3
entry no.,43,44
UHRF1 binding,2,4
Tn7 DDE FP,7,1
HGIII-sPLA2 inh,7,4
PLC-gamma1 inh,-4,1
NR1D1 modulator,0,2
ASAP1 inh,9,1
PLC-beta3 inh,-2,1
ARFGAP1 inhibitor,10,5
KLK7 zymogen act,-0.6,0.6
Tn6 DDE FP,-2,5
